# From PubChem
# TIM10 inh: TIM10 yeast growth inhibition; AID 463195; inhibition, % at 10 µM; 330,000 compounds, 1.4% hits; S. cerevisiae TIM10 strain growth, BacTiter-Glo luminescence, 24 h;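 active means inhibition of 40% or more at the single tested concentration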;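 further: wild-type TIM10 isogenic control strain grown at permissive 25 °C; 0% = DMSO yeast wells and 100% = minimal medium wells without yeast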
# hIAP act: human IAP activation | P09923 | purified human IAP, CDP-Star luminescence, 30 min; hits give high values; 1 = vehicle-only enzyme, 0 = enzyme-free background | activation factor at 10 µM | 330,000 compounds, 0.16% hits;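 active means activation factor of the enzyme at least 2-fold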; further: the source names both 10 and 20 µM as test concentration; values of inactives mirror those of a sister screen read the other way
# Target sequence (P09923 whole entry, looked up): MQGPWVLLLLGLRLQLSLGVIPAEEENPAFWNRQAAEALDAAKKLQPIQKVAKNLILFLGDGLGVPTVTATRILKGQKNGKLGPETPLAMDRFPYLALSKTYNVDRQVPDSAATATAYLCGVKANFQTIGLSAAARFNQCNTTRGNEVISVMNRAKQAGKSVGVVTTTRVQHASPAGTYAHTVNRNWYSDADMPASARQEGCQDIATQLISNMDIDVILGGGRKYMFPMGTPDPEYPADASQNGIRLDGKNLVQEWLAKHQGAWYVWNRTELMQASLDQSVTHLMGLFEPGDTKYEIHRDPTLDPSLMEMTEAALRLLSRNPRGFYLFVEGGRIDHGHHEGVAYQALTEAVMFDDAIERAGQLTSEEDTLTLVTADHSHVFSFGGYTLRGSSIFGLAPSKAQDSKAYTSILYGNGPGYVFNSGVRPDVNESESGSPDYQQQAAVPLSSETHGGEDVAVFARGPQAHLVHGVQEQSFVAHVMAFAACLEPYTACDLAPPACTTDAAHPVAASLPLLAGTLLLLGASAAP
# mIAP block: mouse IAP inhibition; purified mouse IAP, CDP-Star luminescence, 30 min; inhibition, % at 10 µM; 330,000 compounds, 0.2% hits;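 active means inhibition of at least 40% at 10 µM in the primary screen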;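 further: plate controls were DMSO with enzyme for no effect and no enzyme wells for full effect; values of inactives mirror those of a sister screen read the other way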
# tim10-1 inh: growth inhibitors of tim10-1 mutant yeast. S. cerevisiae tim10-1 ts strain growth, BacTiter-Glo, 24 h. inhibition, % at 20 µM. 330,000 compounds, 2.2% hits. AID 463190;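 active means inhibition of at least 40%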;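 further: mutant grown at 25 °C; 0% = DMSO wells with yeast and 100% = wells holding no yeast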
# NLRP3 yeast inh: inhibitors of NALP3 inflammasome in yeast; AID 2825; Yeast reconstituted NLRP3/ASC/caspase-1, beta-gal luminescence, 24 h; 330,000 compounds, 0.39% hits; inhibition, % at 10 µM;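 active means inhibition of 50% or more; inactive means inhibition below 50%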;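 further: plate controls were induced DMSO wells for no effect and uninduced yeast grown without galactose for full effect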
# Apaf-1 inh: blocks human Apaf-1 apoptosome activity | 330,000 compounds, 0.71% hits | reconstituted apoptosome caspase-3 activity, DEVD-Rh110 fluorescence | inhibition, % at 20 µM | AID 489030 | O14727; active means inhibition of at least 40% at 20 µM;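 further: plate controls were DMSO wells for no effect and DEVD-CHO caspase inhibitor wells for full effect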
#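 Material: cell-free apoptosome with Apaf-1, procaspase-3 and caspase-9; Buffer or medium: Hepes pH 7.5 with detergent and BSA; Reagent: cytochrome c trigger plus (Z-DEVD)2-Rh110 caspase-3 substrate; Times: compound with Apaf-1, dATP, procaspase-3 30 min, then 50 min reaction, room temperature; Technique: Rh110 fluorescence intensity.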
# ATG4B inhibitor: ATG4B (human) cysteine protease inhibition; inhibition, % at 8.33 µM; 340,000 compounds, 0.51% hits; ATG4B cleavage of LC3-PLA2, NBD-HPC fluorescence, 1 h; Q9Y4P1; in the data active means inhibition above about 40%
# Target sequence (Q9Y4P1 whole entry, looked up): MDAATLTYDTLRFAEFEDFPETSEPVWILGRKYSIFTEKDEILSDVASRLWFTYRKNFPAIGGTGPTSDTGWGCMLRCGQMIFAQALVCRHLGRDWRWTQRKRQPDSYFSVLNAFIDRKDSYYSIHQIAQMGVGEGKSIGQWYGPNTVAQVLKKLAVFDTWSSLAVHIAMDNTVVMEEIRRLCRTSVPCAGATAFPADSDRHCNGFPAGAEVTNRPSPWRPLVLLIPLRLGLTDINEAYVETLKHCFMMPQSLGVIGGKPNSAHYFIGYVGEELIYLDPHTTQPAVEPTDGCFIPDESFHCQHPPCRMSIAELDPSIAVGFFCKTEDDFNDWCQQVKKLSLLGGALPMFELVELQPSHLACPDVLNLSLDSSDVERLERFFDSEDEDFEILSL
# hIAP inh: blocks human intestinal alkaline phosphatase; P09923; purified IAP, CDP-Star luminescence, 30 min; inhibition, % at 10 µM; 330,000 compounds, 0.12% hits; AID 2544;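 active means inhibition reaching a set limit with compound at 10 µM in the primary screen, cut at about 35% in these data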;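 further: plate controls were DMSO wells with enzyme for no effect and no-enzyme buffer wells for full effect; values of inactives mirror those of a sister screen read the other way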
# mIAP activ: mouse IAP activation; muIAP, CDP-Star luminescence, 30 min; hits give high values; 1 = vehicle-only enzyme signal, 0 = enzyme-free wells; activation factor at 10 µM; 330,000 compounds, 0.24% hits; AID 2805;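 active means activation factor of at least 2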; further: the source names both 10 and 20 µM as test concentration; values of inactives mirror those of a sister screen read the other way
#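 Assay system: mouse IAP enzyme; reagent: chemiluminescent substrate CDP-Star; dosing: test compounds delivered from DMSO solution; schedule: 30 min at room temperature; measured by: luminescence from enzymatic CDP-Star hydrolysis; controls: DMSO-only wells and no-enzyme negative control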
# An asterisk follows results filed as active; · = no result given.
# The line under a structure holds: TIM10 inh	hIAP act	mIAP block	tim10-1 inh	NLRP3 yeast inh	Apaf-1 inh	ATG4B inhibitor	hIAP inh	mIAP activ
CCCC/C(O)=N\S(=O)(=O)c1ccc(N=NN(C)C)cc1
    -5	1.7	1	8	2	-2	-6	-66	0.99
COc1ccc(C(=O)Nc2ccc(N3CCN(C(C)=O)CC3)cc2)cc1[N+](=O)[O-]
    -4	0.95	-2	0	9	-15	·	5	1
CSC1=NC2(CCCCC2)C2=C(CCCC2)N1
    10	1.1	2	17	5	-21	-7	-7	0.98
Cc1ccc(NC(=O)c2cc(S(=O)(=O)N3CCCCC3)c[nH]2)cc1F
    6	0.92	-12	7	-4	-8	-3	8	1.1
CC(C)n1c(SCC(=O)N2CCCC2)nc2c1c(=O)n(C)c(=O)n2C
    12	1.1	2	4	8	-18	7	-11	0.98
C[C@]12c3[nH]c4cc(-c5ccco5)ccc4c3CCN1C(=O)[C@@H](CC(=O)NCCc1ccccn1)C[C@@H]2C(=O)N1CCOCC1
    -7	·	-4	15	·	16	-5	·	1
Cc1ccc(N(C)S(=O)(=O)c2cccc(C(=O)OCC(=O)N3CCCC(C)C3)c2)cc1 (centres undefined)
    -2	0.94	9	-4	21	19	-7	6	0.91
COc1cc(C(C)=O)ccc1Oc1ncccn1
    -12	0.97	5	-15	11	-2	-1	3	0.95
CCCC(=O)Nc1ccc2c(c1)COC2=O
    -6	1.1	0	21	2	2	0	-5	1
Cc1ccc2cc(C(c3nnnn3C3CCCC3)N(Cc3ccccc3)Cc3ccco3)c(=O)[nH]c2c1 (centres undefined)
    6	0.92	2	10	13	7	-10	8	0.98
CN(C)S(=O)(=O)c1ccc(NC(=O)CSc2nnc(-c3ccco3)n2N)cc1
    -2	1.2	-5	-7	12	2	-1	-15	1.1
CN(Cc1cccs1)C(=O)COC(=O)CNC(N)=O
    -5	1.1	-8	5	3	-1	-2	-8	1.1
O=C(NCc1ccc(F)cc1)c1cc2c(cc1Cl)N1CCCCCC1=NS2(=O)=O
    5	1	-12	4	-1	-5	2	-1	1.1
CC(C)CC(=O)Nc1cc([N+](=O)[O-])ccc1Cl
    -11	1.1	5	21	13	-7	3	-9	0.95
COC(C/C=C\[C@@H](O)[C@H](C)OCc1ccccc1)OC
    -10	1	-9	-18	7	-3	-4	-4	1.1

# Three compounds out of the list above, ordered by the number in hIAP act, high to low:
molecule | hIAP act
CCCC(=O)Nc1ccc2c(c1)COC2=O | 1.1
COc1cc(C(C)=O)ccc1Oc1ncccn1 | 0.97
Cc1ccc2cc(C(c3nnnn3C3CCCC3)N(Cc3ccccc3)Cc3ccco3)c(=O)[nH]c2c1 (centres undefined) | 0.92

# (cont.)
# The line under a structure holds: TIM10 inh	hIAP act	mIAP block	tim10-1 inh	NLRP3 yeast inh	Apaf-1 inh	ATG4B inhibitor	hIAP inh	mIAP activ
CCC(CC)NC(=O)COC(=O)c1cc(SC)ccc1Cl
    15	0.82	1	16	-1	4	3	18	0.99
C[C@@H](NC(=O)c1[nH]cnc1C(=O)Nc1ccc(Cl)cc1)c1ccccc1
    29	1.5	4	19	21	19	-9	-50	0.96
CCOC(=O)C1=C(CC)Nc2ccccc2N/C1=N\S(=O)(=O)c1ccc(C(=O)OCC)cc1
    18	0.9	4	19	-5	7	23	10	0.96
CCCCN(C)C(=O)Cc1c(OC)ccc2cc(Br)ccc12
    30	0.93	5	30	17	20	1	7	0.95
N=C1C(c2nc3ccccc3[nH]2)=C(O)CN1c1ccc(CC(=O)O)cc1
    0	0.87	34	-7	6	-14	-4	13	0.67
Cn1c(=O)oc2cc(S(=O)(=O)N3CCC(C(=O)NCc4ccccc4Cl)CC3)ccc21
    4	0.87	6	17	8	-6	0	13	0.94
COc1cccc(-n2nc(C(C)=O)c(C#N)c2-c2ccco2)c1
    -14	1	-6	6	14	6	-6	-1	1.1
O=C(O)C1CC=CCC1C(=O)NCc1cn2ccccc2n1 (centres undefined)
    -2	0.94	-4	1	-3	-9	-4	6	1
CN(c1cccc(NC(=O)CN(c2ccc(F)cc2)S(C)(=O)=O)c1)S(C)(=O)=O
    -6	0.95	-15	-3	12	4	11	5	1.1
Cc1nn(-c2ccccc2)c2sc(C(=O)n3cccn3)cc12
    11	0.92	7	13	19	2	-1	8	0.93
O=C(CNc1cccc2ccccc12)N/N=C/c1ccc(C(=O)O)cc1
    9	0.9	20	10	13	9	-2	10	0.8
Cc1c(NC(=S)NC(=O)c2ccco2)c(=O)n(-c2ccccc2)n1C
    2	0.9	-2	7	-1	-4	-2	10	1
O=C1CN=C(Nc2ccccc2Cl)N1Cc1ccc2c(c1)OCO2
    -15	0.95	-5	24	10	9	-6	5	1.1
CN(C(=O)COC(=O)c1cc(S(=O)(=O)N2CCCCC2)ccc1Cl)c1ccccc1
    7	0.89	0	8	16	-2	-7	11	1
S=c1[nH]nc(-c2cccnc2)n1/N=C/c1cccs1
    7	0.96	-4	5	10	15	-9	4	1

# Continued; the last four above are carried over.
# The line under a structure holds: TIM10 inh	hIAP act	mIAP block	tim10-1 inh	NLRP3 yeast inh	Apaf-1 inh	ATG4B inhibitor	hIAP inh	mIAP activ
Cc1c(NC(=S)NC(=O)c2ccco2)c(=O)n(-c2ccccc2)n1C
    2	0.9	-2	7	-1	-4	-2	10	1
O=C1CN=C(Nc2ccccc2Cl)N1Cc1ccc2c(c1)OCO2
    -15	0.95	-5	24	10	9	-6	5	1.1
CN(C(=O)COC(=O)c1cc(S(=O)(=O)N2CCCCC2)ccc1Cl)c1ccccc1
    7	0.89	0	8	16	-2	-7	11	1
S=c1[nH]nc(-c2cccnc2)n1/N=C/c1cccs1
    7	0.96	-4	5	10	15	-9	4	1
COC(=O)COc1ccc2occ(C(C)=O)c2c1
    14	1.2	5	17	19	-14	-1	-18	0.95
CC(/C=C/c1ccco1)=N\NC(=O)CNc1cccc(C)c1
    7	1	0	1	20	6	2	-3	0.99
COc1cccc(CNC(=O)CSc2ccc(-c3ccco3)nn2)c1
    18	0.87	-2	13	8	-9	7	13	1
CC(C)(C)c1ccc(-c2n[nH]c(=S)n2CC2CCCO2)cc1 (centres undefined)
    36	0.93	-1	35	28	6	-5	7	1
O=C(NCc1ccc(F)cc1)C1CCCN1C(=O)Nc1ccc(F)cc1 (centres undefined)
    -2	1.2	8	-24	5	-7	5	-16	0.92
O=C1C2C3C=CC([C@@H]2C(=O)N1c1nccs1)C31CC1 (some centres undefined)
    -2	1.2	4	5	4	-1	5	-20	0.96
COc1ccc(/C=C(\NC(=O)c2ccccc2Cl)C(=O)NCCCC(=O)O)cc1
    14	0.96	-3	3	7	0	-6	4	1
CCCCn1cnc2c(=S)nc(N)[nH]c21
    -9	1.1	-15	-2	-9	0	9	-5	1.2
Cc1ccc2nsnc2c1S(=O)(=O)N1CCN(C)CC1
    -9	1.1	-12	9	3	1	-6	-12	1.1
CN1C(C(=O)NCc2ccccc2)CC2Cn3c(nc4cc(Cl)c(Cl)cc43)C21 (centres undefined)
    9	1	-15	12	8	3	-11	-3	1.2
CC(C)[C@@H]1CC[C@@H](C)c2c(-c3ccccc3)n[nH]c21
    46*	1.1	-10	40*	31	32	18	-13	1.1
COc1ccc(NS(=O)(=O)c2ccc3c(c2)CCO3)cc1
    -18	1.1	-11	2	6	1	-5	-10	1.1
COCC(=O)Nc1cccc(-c2ccc3nncn3n2)c1
    -2	0.79	3	8	9	-15	2	21	0.97
COc1cc2[nH]c(=S)n(Cc3ccc(F)cc3)c(=O)c2cc1OC
    -25	1.2	-3	6	0	-10	1	-17	1
COc1ccccc1OCc1ccc(C(=O)N2N=C(C(F)F)CC2(O)C(F)F)o1 (centres undefined)
    29	1	4	35	3	-5	-8	0	0.96

# Single records (already shown):
# Entry for CCCCn1cnc2c(=S)nc(N)[nH]c21 → TIM10 inh = -9; hIAP act = 1.1; mIAP block = -15; tim10-1 inh = -2; NLRP3 yeast inh = -9; Apaf-1 inh = 0; ATG4B inhibitor = 9; hIAP inh = -5; mIAP activ = 1.2
# Entry for COc1ccc(NS(=O)(=O)c2ccc3c(c2)CCO3)cc1 → TIM10 inh = -18; hIAP act = 1.1; mIAP block = -11; tim10-1 inh = 2; NLRP3 yeast inh = 6; Apaf-1 inh = 1; ATG4B inhibitor = -5; hIAP inh = -10; mIAP activ = 1.1
# Entry for CC(C)(C)c1ccc(-c2n[nH]c(=S)n2CC2CCCO2)cc1 (centres undefined) → TIM10 inh = 36; hIAP act = 0.93; mIAP block = -1; tim10-1 inh = 35; NLRP3 yeast inh = 28; Apaf-1 inh = 6; ATG4B inhibitor = -5; hIAP inh = 7; mIAP activ = 1

# Next part:
# The line under a structure holds: TIM10 inh	hIAP act	mIAP block	tim10-1 inh	NLRP3 yeast inh	Apaf-1 inh	ATG4B inhibitor	hIAP inh	mIAP activ
O=C(Nc1ccccc1)c1sc(Cl)nc1-c1ccccc1
    12	0.99	-4	15	9	-6	-6	1	1
COc1ccc(CCNc2c(C=O)c(=O)[nH]c3ccccc23)cc1OC
    3	1.1	-3	-3	0	1	-3	-14	1
O=[N+]([O-])c1ccc(C2CC(c3ccccc3)=Nc3ccccc3S2)cc1 (centres undefined)
    16	0.76	6	43*	19	16	0	24	0.94
CN(C)c1ccc(NC(=O)CSc2nnc(C3CCCCC3)n2N)cc1
    -3	0.98	2	6	14	1	-4	2	0.98
